Source: PubChem (several laboratories)
West Nile antiviral – inhibition of WNV-induced cytopathic effect – cell-based, CPE readout (AID 1621). West Nile virus-infected cells, CPE inhibition; higher % means a stronger effect. one-dose CPE inhibition, % at 10 µM; IC50 in µM for titrated hits. 290,000 compounds, 0.02% hits; in the data active means a potency from the dose series; inconclusive means CPE inhibition mostly from about 3.7% at the one dose, without a potency; inactive means the rest, 99 in 100 with CPE inhibition below about 2.2%; further: strong numbers were not always called active
M17LAP inhibition – P. falciparum M17LAP inhibitors, primary screen, biochemical, fluorogenic H-Leu-NHMec substrate, 1536-well (AID 1619) | recombinant M17LAP, H-Leu-NHMec fluorogenic kinetic assay; higher % means a stronger effect | inhibition, % at 30 µM; hits with a dose series show IC50 in µM | 220,000 compounds, 0.38% hits;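 active means compound inhibiting the enzyme by more than half at any dose during confirmatory dose-response retesting; inconclusive means strong single-dose inhibitors picked by rank but not retested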;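 further: plate controls were full reaction with DMSO carrier for no effect and no enzyme background for full effect; strong numbers were not always called active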
CSM14.1 death rescue – rescue of cells from ER stress-induced death, primary screen, 384-well, CSM14.1, thapsigargin, ATP luminescence (AID 1222); CSM14.1 thapsigargin-induced death rescue, ATP luminescence; higher % means a stronger effect; cellular ATP content (survival), % at 20 µM, or EC50 in µM where a hit was titrated; 190,000 tested, under 10 active;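 active means EC50 below 50 µM in the dose-response confirmation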;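 further: death triggered by thapsigargin at about 15 µM added after 2 h compound pretreatment; cell ATP read after overnight thapsigargin exposure of roughly 18 to 22 hours; normalized against plate controls of thapsigargin alone and 5% DMSO vehicle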
human PMI inhibitors – human PMI inhibitors, high substrate, primary screen, biochemical, fluorescence intensity, high mannose 6-phosphate (AID 1220) | inhibition, % at 20 µM; hits with a dose series show IC50 in µM | recombinant PMI enzyme, coupled fluorescence intensity; higher % means a stronger effect | 190,000 compounds, 0.66% hits; in the data active means inhibition above about 50%
Salmonella PhoP GFP – inhibitors of PhoP regulon expression, primary screen, Salmonella Typhimurium, GFP reporter (AID 1863). one-dose inhibition, % at 50 µM; IC50 in µM for titrated hits. S. Typhimurium PhoP-regulated promoter GFP reporter, 4 h; higher % means a stronger effect. 300,000 compounds, 0.16% hits;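 active means inhibition over 29.93%, a cutoff 3 SD above the screen mean, later confirmed by dose response; inconclusive means inhibition over 29.93% but no dose response follow-up; inactive means inhibition at most 29.93% or unconfirmed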;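 further: 0% = low Mg2+ inducing control and 100% = high Mg2+ repressing control; strong numbers were not always called active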
SIAH1 antagonists – Siah-1 peptide-binding antagonists, primary screen, biochemical, fluorescence polarization, rhodamine-plectin, uHTS (AID 1817); Siah-1 / rhodamine-plectin peptide fluorescence polarization; higher % means a stronger effect; displacement, % at 20 µM; hits with a dose series show IC50 in µM; 290,000 compounds, 0.02% hits;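 active means displacement of at least 50% at 20 µM, with a fluorescence ratio check between 0.3 and a set limit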;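 further: plate controls were Siah plus tracer with DMSO for no effect and tracer alone without Siah for full effect; strong numbers were not always called active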
XIAP displacement – XIAP antagonists, biochemical, IAP family, fluorescence polarization (AID 1018) | XIAP BIR domain, fluorescence polarization peptide displacement; higher % means a stronger effect | displacement, % at 20 µM; hits with a dose series show IC50 in µM | 200,000 compounds, 0.007% hits; in the data active means displacement above about 50%; further: a part of the inactive calls stands beside numbers as strong as those of hits
M1AAP inhibition – malaria alanyl aminopeptidase activity blockers – biochemical, fluorogenic H-Leu-NHMec substrate, 1536-well (AID 1445); 220,000 compounds, 0.42% hits; one-dose inhibition, % at 30 µM; IC50 in µM for titrated hits; recombinant M1AAP, H-Leu-NHMec fluorogenic kinetic assay; higher % means a stronger effect;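 active means primary inhibition above the hit cutoff, then over 50% inhibition at one or more dose response concentrations, cut at about 23% in these data, passing the limit was not always enough; inconclusive means conflicting primary data, or primary hits not chosen for dose response; inactive means low primary inhibition, or under 50% at every dose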;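 further: plate controls were DMSO full reaction for no effect and no enzyme background for full effect; strong numbers were not always called active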
Yfh1-off respiration – enhancers of respiration in Yfh1-depleted yeast, dose response, Friedreich's ataxia, plus single-dose screen (AID 1465); S. cerevisiae Yfh1-off respiration, WST-1 reduction, 72 h; higher fold induction means a stronger effect; fold induction at 50 µM; hits with a dose series show EC50 in µM; 220,000 compounds, 0.074% hits;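 active means fold induction of absorbance versus untreated yeast above a set limit, then at least 30% activation at any dose in follow-up; inconclusive means repeats straddling the limit, or above it without dose testing; inactive means fold induction below the set limit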;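 further: activators that raise dye reduction in frataxin-depleted yeast; strong numbers were not always called active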
* marks the source's active call; other numbers are inactive results; i = inactive; ? = inconclusive; . = no result given.

entry	compound	M1AAP inhibition	CSM14.1 death rescue	M17LAP inhibition	human PMI inhibitors	Salmonella PhoP GFP	XIAP displacement	SIAH1 antagonists	Yfh1-off respiration	West Nile antiviral
1	CC(Cc1ccccc1)NC(=O)C1CCCNC1=O (stereo unspecified)	-4%	2.1%	-1%	4%	1%	-16%	1%	i	-0.2%
2	COc1ccc(S(=O)(=O)N2CCN(C(=O)COc3ccc4c(C)cc(=O)oc4c3)CC2)cc1	8%	-1.4%	-10%	7%	1%	-17%	0%	i	-0.6%
3	COc1cccc(Nc2nnc(SCC(=O)N3CC(C)OC(C)C3)s2)c1 (stereo unspecified)	-3%	-4.1%	31%	1%	1%	-4.8%	-1%	i	-0.5%
4	O=c1[nH][nH]cc1C=NCc1cccc(C(F)(F)F)c1	5%	.	2%	-5%	-7%	-5.9%	0%	i	0.1%
5	CCCc1nc2sc3ccccc3c(=O)c2c(=O)n1Cc1ccco1	16%	-2.4%	28%	-27%	-4%	0.5%	-2%	.	.
6	Cc1ccc2c(c1)c(N=NC(N)=S)c(O)n2Cc1ccccc1	23%	-3.1%	-14%	7%	28%	-10%	5%	i	0.0%
7	CCc1ccccc1SCc1noc(C(=O)NCC2CCCO2)c1C(=O)O (stereo unspecified)	0%	1.7%	27%	-7%	0%	-3.1%	0%	i	0.1%
8	COc1ccc(OCc2nc(C#N)c(N3CCN(c4ccc(OC)cc4)CC3)o2)cc1	2%	-1.7%	13%	11%	6%	-5.7%	-4%	i	-0.5%
9	C[C@H](NC(N)=O)C(=O)OCC(=O)NCc1cccs1	0%	-0.9%	2%	6%	-13%	-2.2%	20%	i	-0.2%
10	O=C(CCc1ccccc1O)N/N=C/c1ccc(Sc2cccc3cccnc23)o1	1%	0.3%	11%	4%	-1%	2.4%	-5%	i	?
11	COc1ccc(/C=N/NC(=O)C[n+]2ccccc2)c(OC)c1OC	-1%	3.3%	-8%	0%	-6%	-4.4%	6%	.	.
12	Cc1cnn(C(=S)NCc2ccco2)c1	4%	-1.1%	-9%	2%	-6%	-0.9%	0%	i	1.1%
13	O=Cc1cn(CC(=O)N2CCCCCC2)c2ccccc12	10%	.	29%	.	-1%	.	2%	i	0.1%
14	COC(=O)c1sccc1-n1cc(C#N)c(=O)n(C)c1=O	5%	.	5%	.	-3%	.	0%	i	0.3%
15	CC(=O)c1sc(NC(=O)c2ccc(Cn3cc(Br)cn3)o2)nc1C	15%	-1.0%	14%	3%	5%	-1.8%	12%	i	0.0%
16	CCCS(=O)(=O)N1CCCC(C(=O)NC2CCCCC2)C1 (stereo unspecified)	1%	0.0%	6%	-8%	-1%	-2.7%	1%	i	-0.1%
17	Cc1cc(C)cc(NC(=O)Cn2c(-c3ccccc3Cl)nc3ccccc32)c1	3%	-0.3%	1%	4%	6%	-7.3%	16%	i	-1.0%
18	CCOC(=O)c1c(C)oc2ccc(OCc3cc(C(=O)OC)oc3C)cc12	4%	-2.1%	7%	-2%	-5%	-2.2%	-2%	i	-0.5%
19	COc1ccc(N2C(=O)CSC2c2cccc(OC)c2OC)cc1 (stereo unspecified)	-7%	-1.8%	2%	6%	25%	-5.8%	0%	i	-0.6%
20	Cc1cccn2c(=O)c3cc(C(=O)NCc4cccnc4)c(=N)n(C)c3nc12	.	1.1%	.	2%	.	-8.2%	0%	.	.
21	COc1ccc(C(=O)c2ccc(OC)cc2OC)cc1	1%	.	5%	.	-4%	.	12%	i	-0.4%
22	CCCn1c(SCC(=O)Nc2c(C)cccc2C)nnc1C(C)C	0%	1.0%	-10%	7%	-17%	-1.2%	0%	i	0.3%
23	CCN(CC)S(=O)(=O)c1ccc(NC(=S)NC(=O)CC(C)C)cc1	8%	-1.2%	-18%	-1%	-10%	-4.6%	7%	i	-1.7%
24	CCOC(=O)c1cnn(-c2ccccc2)c1-n1cccc1C(=O)C(=O)N(CC)CC	12%	-2.5%	-3%	-15%	-6%	-5.2%	-4%	i	-1.0%
25	O=C(NCc1ccccn1)c1c(Cl)cccc1Cl	4%	0.9%	8%	0%	-6%	-4.4%	2%	i	-0.1%
26	COC(=O)c1ccccc1NC(=O)Nc1nnc(N2CCC(C)CC2)s1	4%	-0.3%	7%	0%	9%	-3.1%	3%	i	0.2%
27	N#CC1CC(c2ccccc2)Nc2cc(Cl)ccc2N1 (stereo unspecified)	9%	.	3%	.	9%	.	-3%	i	-0.5%
28	CCCCCC(=O)N1CCN(CCN=CC2=C(O)CC(c3cccs3)CC2=O)CC1 (stereo unspecified)	3%	0.9%	6%	-4%	10%	-1.2%	1%	i	-0.7%
29	Cc1ccc(C)c(N2CCN(C(=O)c3csc4ccccc34)CC2)c1	5%	-1.0%	4%	11%	-5%	-1.3%	3%	i	-1.1%
30	Cc1nc2c(Cl)c(C)nn2c2c1CCC2	2%	-0.5%	-6%	10%	-10%	-3.4%	14%	i	0.4%
31	Clc1ccc(Cn2ncc3c(N4CCCCC4)ncnc32)c(Cl)c1	-2%	-3.8%	11%	-1%	5%	2.1%	-6%	i	0.2%
32	CCOC(=O)C1(Cc2cccc(OC)c2)CCN(Cc2ccc(C)s2)CC1	5%	-1.5%	-4%	3%	7%	-1.2%	4%	i	-1.5%
33	Cc1ccc2c(c1)c(CC(=O)Nc1ccc(C)c(F)c1)c(C(=O)O)n2C	10%	-3.3%	19%	-23%	-9%	-5.7%	-4%	i	1.4%
34	CC(C)/C(=N\NC(=O)Nc1ccccc1)c1ccccc1	4%	3.2%	-11%	-5%	6%	-5.3%	-2%	i	-1.2%
35	C#CCNC(=O)C1=C[C@@H](c2ccc(C#C)cc2)[C@H](CCCO)[C@@H](OCC)O1	3%	2.9%	-5%	13%	-2%	-2.5%	5%	.	.
36	Cc1ccccc1C(=O)NNC(=S)NC(=O)c1cccnc1	1%	-0.5%	81%	-6%	3%	-11%	2%	i	0.3%
37	COc1ccc(C(=O)N/C(=C/c2cccs2)C(=O)NC(C)(C)C)cc1OC	6%	-0.7%	14%	-8%	4%	-6.0%	2%	i	0.2%
38	COCCCn1c(=N)c(C(=O)NC2CCCCC2)cc2c(=O)n3ccccc3nc21	?	4.5%	i	1%	-15%	3.3%	19%	i	-0.2%
39	c1coc(CN(Cc2ccco2)c2ncnc3c2oc2ccccc23)c1	5%	-1.2%	8%	-36%	-2%	1.4%	-6%	i	1.6%
40	O=C(CSc1ccc2nnc(-c3ccccn3)n2n1)N1CCOCC1	-1%	2.9%	-8%	6%	12%	-3.6%	-2%	i	0.1%
41	COc1ccc(C(=O)NNC(=O)c2snnc2C)cc1	1%	.	8%	.	-5%	.	-7%	i	0.3%
42	CC(C)(C)C1CCC(=NNc2nc3ccccc3[nH]2)CC1 (stereo unspecified)	4%	-1.0%	-4%	0%	2%	-14%	-8%	i	-0.2%
43	COc1ccc2oc(C(=O)NC(C)(C)C)c(C)c2c1	3%	-2.3%	-3%	-2%	-12%	-8.3%	-1%	i	-0.4%
44	Cc1ccccc1S(=O)(=O)NC1OC(=O)C(Cl)=C1Cl (stereo unspecified)	-4%	0.4%	-47%	-3%	4%	-3.4%	2%	i	-0.8%
45	COc1ccc(S(=O)(=O)N2CCN(C(=O)c3cccs3)CC2)cc1OC	-4%	-0.7%	10%	0%	2%	-2.8%	-2%	i	0.4%
46	CCn1cc(C(=O)O)c(=O)c2cc(F)c(N3CCN(C(=S)NC(=O)c4cccc(F)c4)CC3)cc21	1%	.	1%	.	18µM*	.	23%	i	0.3%
47	CSc1ccccc1C(=O)Nc1cccc(C)c1	-2%	-1.2%	-2%	0%	-1%	-4.0%	3%	i	-0.5%
48	CC(C)CC(=O)NC(=S)Nc1ccc(N2CCN(C(=O)c3cccs3)CC2)cc1	10%	.	-2%	.	5%	.	1%	i	2.4%
49	COc1ccc(CNc2oc(-c3ccccc3)nc2C#N)cc1	10%	-2.2%	-2%	8%	7%	-7.1%	-2%	i	-0.6%
50	CCc1ccccc1S(=O)(=O)Cc1ccc(C(=O)NCc2cccs2)o1	4%	1.2%	0%	3%	-4%	-4.0%	3%	i	-1.2%
51	Cc1ccc(C(=O)NNC(=O)CCC(=O)Nc2cccc(Cl)c2C)cc1	-1%	-0.4%	6%	9%	-11%	-4.1%	3%	i	-0.5%
52	CC(C)c1ccc2[nH]c3c(c2c1)CCC/C3=N\NC(=O)c1ccncc1	6%	.	8%	.	-12%	.	12%	i	0.1%
53	O=C(NC1c2ccccc2-c2ccccc21)N1CCOCC1	-6%	2.5%	-5%	0%	-3%	-0.8%	3%	i	?
54	O=C(OCCN=C1NS(=O)(=O)c2ccccc21)c1cccnc1	4%	-1.0%	7%	-7%	13%	-1.1%	-1%	.	.
55	Cc1oc(-c2cccs2)nc1CS(=O)CC(=O)NCc1ccc2c(c1)OCO2 (stereo unspecified)	-2%	.	-3%	.	-1%	.	1%	i	0.0%
56	CCN(CC)C(=S)Nc1ccc([N+](=O)[O-])cc1	15%	-1.2%	26%	1%	4%	7.9%	-4%	i	0.9%
57	CC(C)(C)C(=O)NC(=S)NCc1ccccc1	0%	0.3%	-1%	-6%	1%	-1.2%	3%	i	-0.9%
58	O=C(Cc1ccc([N+](=O)[O-])cc1)N1N=C2CCCCC2C1(O)C(F)(F)F (stereo unspecified)	3%	.	-9%	.	-5%	.	-4%	i	-0.6%
59	COc1cccc(CN2CCN(C(=O)CC(C)C)CC2)c1	-3%	-0.2%	-2%	8%	-2%	-0.6%	0%	i	0.0%
60	O=C(O)CCC(=O)N1CCN(c2cccc(Cl)c2)CC1	2%	-1.2%	-6%	-1%	5%	-1.1%	0%	i	-0.6%
61	CC(C)C(=O)NCc1cc(-c2ccc(Cl)cc2)no1	-5%	-0.9%	-5%	9%	5%	-1.8%	-2%	i	0.1%
62	O=C(C1CCCN(S(=O)(=O)c2ccc(F)cc2)C1)N1CCCC1 (stereo unspecified)	7%	-0.1%	3%	-1%	-8%	-3.3%	3%	i	0.2%
63	Cc1ccc(P(=O)(CC(=O)O)c2ccc(C)cc2)cc1	-4%	-1.6%	-15%	6%	12%	-4.1%	4%	i	0.5%
